PriA SSB inh – inhibitors of Klebsiella pneumoniae PriA binding to SSB C-terminal tail, primary screen, biochemical, AlphaScreen | PriA–SSB C-terminal tail interaction (Klebsiella pneumoniae) | AlphaScreen SSBct-PriA binding, biotinylated peptide | inhibition, % at 33 µM | 0.6% of 430,000 active | AID 1272365, 2023; in the data active means inhibition mostly above about 37%, no sharp cut-off; inactive means mostly below about 20%;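 further: plate controls were negative control peptide for no effect and reference peptide for full effect; strong numbers were not always called active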
SARS 3CLpro inh – SARS-CoV 3CLpro protease inhibitors, primary screen, biochemical, quenched FRET | Replicase polyprotein 1ab (Severe acute respiratory syndrome coronavirus), P0C6X7 | recombinant SARS-CoV 3CLpro, quenched FRET peptide cleavage | inhibition, % at 6 µM | 0.14% of 290,000 active | AID 1706, 2009; in the data active means inhibition above about 12%
MazF activator – activators of E. coli MazEF toxin-antitoxin RNase, primary screen, biochemical, fluorescence, uHTS; 0.32% of 350,000 active; activation, % at 20 µM; FAM/BHQ RNA-DNA oligo cleavage fluorescence, 5 h; Endoribonuclease toxin MazF (Escherichia coli (strain K12)), P0AE70; in the data active means activation above about 50%
Target sequence (P0AE70 whole entry, looked up): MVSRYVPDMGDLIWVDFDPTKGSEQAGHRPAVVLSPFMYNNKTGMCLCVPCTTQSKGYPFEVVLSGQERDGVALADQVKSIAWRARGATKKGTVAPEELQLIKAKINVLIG
UGM FP inh – M. tuberculosis UGM enzyme inhibitors, primary screen, biochemical, fluorescence polarization, single point; UDP-galactopyranose mutase (Mycobacterium tuberculosis (strain ATCC 25618 / H37Rv)), …; purified UGM, fluorescence polarization probe displacement; inhibition, % at 10 µM; 0.06% of 320,000 active; AID 504406, 2011; in the data active means inhibition above about 10%, passing the limit was not always enough
DUSP3 inh – VHR1 phosphatase inhibitors, primary screen, biochemical, absorbance, uHTS; Dual specificity protein phosphatase 3 (Homo sapiens), P51452; recombinant VHR phosphatase, pNPP absorbance; inhibition, % at 13.3 µM; 0.52% of 290,000 active; AID 1654, 2009; in the data active means inhibition above about 50%; further: some compounds called inactive have numbers as strong as hits
Target sequence (P51452 whole entry, looked up): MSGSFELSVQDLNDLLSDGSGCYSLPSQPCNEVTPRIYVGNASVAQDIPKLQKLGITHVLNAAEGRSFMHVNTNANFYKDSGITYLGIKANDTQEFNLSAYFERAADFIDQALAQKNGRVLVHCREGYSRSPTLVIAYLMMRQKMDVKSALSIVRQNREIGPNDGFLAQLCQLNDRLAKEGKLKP
GDH-TPI inh – GDH-TPI coupling enzyme inhibitors, primary screen, artefact control for M. tuberculosis FBA inhibitor project, biochemical, absorbance, full deck; 1.2% of 360,000 active; inhibition, % at 4.8 µM; GDH-TPI coupled enzyme counterscreen, NADH absorbance; AID 588335, 2011; in the data active means inhibition above about 30%;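 further: 0% = DMSO wells and 100% = wells lacking the enzyme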
Vc quorum ag – inducers of Vibrio cholerae quorum light production without autoinducers, primary screen, BH1578 luxS cqsA deficient, single point; AID 588436, 2011; V. cholerae BH1578 lux reporter, luminescence, 6 h; activation, % at 18.7 µM; 0.16% of 350,000 active; in the data active means activation mostly above about 9.7%, no sharp cut-off; further: not every result past the cut was called active; inactives centre near 0; reference of the scale not given here
Rv3671c inh – Rv3671c serine protease inhibitors, primary screen, biochemical, fluorescence polarization, M. tuberculosis H37Rv | P9WHR9 | inhibition, % at 5.96 µM | 0.048% of 320,000 active | AID 2606, 2010; in the data active means inhibition above about 38%;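 further: extracellular domain of Rv3671c used as enzyme; 0% = enzyme with DMSO and 100% = no enzyme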
Target sequence (P9WHR9 whole entry, looked up, the tested form may be a part): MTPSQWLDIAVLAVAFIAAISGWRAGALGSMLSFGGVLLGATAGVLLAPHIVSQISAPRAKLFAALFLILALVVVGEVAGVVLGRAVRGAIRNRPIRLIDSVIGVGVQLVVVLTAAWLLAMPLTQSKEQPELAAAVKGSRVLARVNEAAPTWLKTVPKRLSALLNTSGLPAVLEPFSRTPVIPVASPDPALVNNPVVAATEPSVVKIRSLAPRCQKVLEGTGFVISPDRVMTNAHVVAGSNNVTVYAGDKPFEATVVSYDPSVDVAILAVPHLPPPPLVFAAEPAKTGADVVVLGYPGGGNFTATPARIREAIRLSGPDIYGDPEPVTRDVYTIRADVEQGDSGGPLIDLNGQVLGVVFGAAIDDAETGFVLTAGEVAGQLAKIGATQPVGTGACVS
Mtb FBA inh – Mtb FBA enzyme inhibitors, primary screen, biochemical, fluorescence, strain H37Rv; inhibition, % at 1 µM; purified M. tuberculosis FBA, fluorescence read-out; Fructose-bisphosphate aldolase (Mycobacterium tuberculosis (strain ATCC 25618 / H37Rv)), …; 2.3% of 360,000 active; in the data active means inhibition above about 27%;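 further: 0% = vehicle and 100% = reference inhibitor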
Target sequence (P9WQA3 whole entry, looked up): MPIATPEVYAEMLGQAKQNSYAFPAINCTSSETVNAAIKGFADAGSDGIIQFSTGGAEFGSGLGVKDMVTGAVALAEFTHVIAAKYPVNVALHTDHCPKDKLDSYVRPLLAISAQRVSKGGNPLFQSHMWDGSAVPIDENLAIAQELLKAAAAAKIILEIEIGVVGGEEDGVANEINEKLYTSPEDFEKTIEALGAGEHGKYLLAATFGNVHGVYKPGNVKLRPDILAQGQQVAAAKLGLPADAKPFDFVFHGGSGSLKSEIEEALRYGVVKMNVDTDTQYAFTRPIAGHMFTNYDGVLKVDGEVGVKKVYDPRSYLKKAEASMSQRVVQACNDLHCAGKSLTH
BioA inh – M. tuberculosis BioA enzyme inhibitors, primary screen, biochemical, plate reader, single point, HTS; 7,8-diaminopelargonic acid synthase BioA (Mycobacterium tuberculosis); purified M. tuberculosis BioA enzyme; inhibition, % at 9.99 µM; 0.096% of 360,000 active; in the data active means inhibition above about 40%
Starred values were filed as active, the others as inactive; i = inactive; x = no result given; & = joins results of further samples. A portion of the library (hit frequency here may not be typical).

Results follow in this order: Vc quorum ag | DUSP3 inh | GDH-TPI inh | Rv3671c inh | SARS 3CLpro inh | MazF activator | UGM FP inh | BioA inh | Mtb FBA inh | PriA SSB inh
C=CCNC(=O)c1ccccc1NC(=O)Cc1ccccc1[N+](=O)[O-]
→ i | -13 | -6 | 2 | 1 | 0 | -0.1 | 0.6 | 0 | -16
COc1ccc(CNC(=O)CN(C)Cc2ccccc2F)cc1OC
→ -1.2 | 25 | -6 | 13 | -3 | -4 | 1.3 | 0.2 | 2 | -4
CCS(=O)(=O)N1CCCC(C(=O)NCCc2ccc(OC)c(OC)c2)C1 (centres undefined)
→ -0.7 | 21 | 5 | -1 | 0 | -2 | -0.9 | 0.4 | -2 | -11
COc1ccccc1NC(=O)c1ccccc1S(=O)(=O)c1ccc([N+](=O)[O-])cc1
→ i | 19 | 0 | 1 | 4 | 0 | 0.8 | -0.4 | -6 | -25
COc1ccccc1NC(=O)C(CC=C(Cl)Cl)C(C)=O (centres undefined)
→ -1.6 | 8 | 3 | -4 | -1 | -7 | 1.0 | -0.1 | -1 | -12
C=CCOc1ccc(/C=C/C(=O)OCc2csc(CC(=O)Nc3ccccc3C)n2)cc1
→ -0.3 | x | 7 | -6 | x | -4 | -2.3 | -2.1 | -2 | 0
Cc1cc(/C=C(/C#N)C(=O)Nc2ccc(Cl)cc2)c(C)n1-c1cccnc1
→ -0.4 | 4 | 26 | 1 | 4 | -18 | x | -1.4 | 3 | 0
Cc1ccc2c(c1)[C@H]1[C@H](CO2)[C@H](c2ccccc2)[C@]2(C)C(=O)N(Cc3ccccc3)CC(=O)N12
→ -1.2 | x | 8 | -5 | x | 3 | -1.4 | 1.8 | 0 | -15
CCN(CC)S(=O)(=O)c1cccc(C(=O)NC(C(=O)NC2=NCCS2)C(C)C)c1 (centres undefined)
→ 0.0 | 2 | 6 | 0 | 3 | -6 | 0.8 | -0.5 | 1 | -10
C=CCn1c(Oc2cc(C)ccc2C)nc2c1c(=O)n(C)c(=O)n2C
→ -0.5 | 26 | -2 | -8 | 3 | -5 | -1.1 | 6.2 | 1 | -10
COc1ccc(CCN2CC(C(=O)NCCN3CCOC3=O)CCC2=O)cc1 (centres undefined)
→ i | 14 | -20 | 7 | 1 | 2 | -0.3 | 2.8 | 3 | -4
CCc1ccc(N(C(C)=O)C2C=CS(=O)(=O)C2)cc1 (centres undefined)
→ x | -2 | 2 | -6 | -4 | -5 | 0.6 | 0.0 | -2 | 1
O=C(OCC(=O)N1CCc2ccccc21)c1ccc([N+](=O)[O-])cc1
→ -0.6 | x | 11 | 0 | x | 1 | 1.4 | 4.9 | -3 | -10
COc1ccc(C(=O)COC(=O)CCn2c(C)csc2=O)c(OC)c1
→ -1.3 | x | -1 | x | x | 4 | x | 11 | 5 | x
COc1ccc(C(=O)CCN2CCN(c3ccccc3OC)CC2)cc1
→ i | 12 | -6 | -6 | 8 | 0 | -4.7 | -0.7 | 1 | 3
COc1ccc(-c2noc(N3CCC(C(=O)NCc4ccc(F)cc4)CC3)n2)cc1
→ -0.2 | 6 | -9 | 3 | -4 | -6 | 0.5 | -0.7 | 5 | 1
Cc1ccc(S(=O)(=O)N(C(=O)c2ccco2)c2cc3sc(=O)oc3c3ccccc23)cc1
→ -0.3 | -4 | 0 | -20 | 2 | 6 | -0.7 | x | 1 | 5
COc1ccc(-c2nc3n(c(=O)c2C#N)CCCS3)cc1
→ -0.1 | 36 | 26 | -10 | 5 | -7 | -5.3 | 3.5 | 6 | -10
COc1ccccc1[C@@H]1C(c2ccc(F)cc2)=NN(c2ccccc2)[C@H]1C(=O)N1CCOC1=O
→ i | 19 | 7 | 4 | -3 | 0 | 4.5 | -1.0 | 11 | -22
CCn1nc(C(=O)Nc2nc(-c3ccccn3)cs2)c2ccccc2c1=O
→ -1.2 | x | 4 | -15 | x | 13 | 2.3 | -2.1 | 2 | -6
CCOC(=O)c1ccc[n+](CC(=O)c2ccc(NC(=O)c3ccccc3)cc2)c1
→ -0.4 | 11 | 3 | -16 | 2 | 13 | 0.0 | -1.9 | 0 | -9
O=C(Nc1cnc2sccn2c1=O)c1ccc(Cl)cc1Cl
→ -1.8 | 21 | -2 | 5 | -4 | 23 | -0.9 | -0.7 | 1 | -8
CCN(CCNC(=O)c1ccc(C#N)cc1)c1cccc(C)c1
→ -0.3 | 13 | 10 | -5 | 5 | -18 | 1.9 | -3.1 | 0 | 11
Cc1nc2c(=O)n(C)c(=O)[nH]c2n1Cc1ccccc1
→ i | 11 | 8 | 2 | 7 | 9 | 0.2 | 0.3 | 16 | -4
COC(=O)C1=C(c2ccc(OC(F)(F)F)cc2)C[C@@H]2CC[C@H]1N2C(=O)NCCOc1ccc(OC)cc1
→ -1.6 | x | 5 | -5 | x | -1 | 4.7 | 0.5 | -2 | -11
O=C(CSc1nnc2n1CCCN2)c1ccc([N+](=O)[O-])cc1
→ i | -12 | 7 | 10 | 1 | 12 | -1.2 | x | -1 | 1
CCN(CC)S(=O)(=O)c1ccc(OC)c(NS(=O)(=O)c2cccc(C(=O)O)c2)c1
→ i | 10 | 2 | 1 | 6 | 9 | 4.7 | x | 6 | -12
CC1CC(C)(C)CC2(C1)NC(=O)N(CC(=O)N1CCN(S(=O)(=O)c3cccc(Cl)c3Cl)CC1)C2=O (centres undefined)
→ i | x | -4 | x | x | 13 | x | -0.6 | 4 | 13
CCCCc1nc2ccccc2c(N)c1CCC (tested in a mixture with another compound)
→ -0.3 | -22 | 2 | -2 | 0 | 13 | 0.0 | x | -3 | x
O=C(c1cc(-c2ccc(F)cc2)nc2ccccc12)N1CCN(C2CCS(=O)(=O)C2)CC1 (centres undefined)
→ i | x | 8 | 2 | x | -4 | -3.2 | 8.9 | 1 | -12

Single values from the results shown:
Result of `COC(=O)C1=C(c2ccc(OC(F)(F)F)cc2)C[C@@H]2CC[C@H]1N2C(=O)NCCOc1ccc(OC)cc1` in MazF activator: -1
Result of `CCc1ccc(N(C(C)=O)C2C=CS(=O)(=O)C2)cc1` (centres undefined) in DUSP3 inh: -2

Other compounds:
Results follow in this order: Vc quorum ag | DUSP3 inh | GDH-TPI inh | Rv3671c inh | SARS 3CLpro inh | MazF activator | UGM FP inh | BioA inh | Mtb FBA inh | PriA SSB inh
C/C(=N\NC(=O)CNc1ccccc1)c1ccccc1
→ 2.1 | 16 | 0 | 4 | 2 | 9 | 1.5 | x | 9 | x
O=C(N/C(=N\O)c1ccccc1)Nc1ccc(Cl)cc1
→ -0.1 | -13 | -9 | -1 | 6 | -4 | -1.4 | x | -1 | x
COc1ccc(-c2csc(NC(C)c3nc4cc(Cl)c(Cl)cc4n3CCOCCO)n2)cc1 (centres undefined)
→ -0.3 | x | -5 | 1 | x | -4 | 4.0 | 0.4 | 1 | 5
Cc1c(N)cc(N)cc1C(=O)O
→ -0.3 | 17 | 11 | -13 | 0 | -1 | 0.2 | -9.0 | -5 | -9
CC1=C/C(=N\OS(=O)(=O)c2ccccc2)C(C)=CC1=O
→ -0.4 | 13 | 7 | -3 | -1 | 2 | 1.5 | -0.3 | 0 | x
C[C@@H](O)C#Cc1ccc2c(c1)O[C@H](CN(C)C(=O)Nc1ccccc1)[C@@H](C)CN([C@@H](C)CO)S2(=O)=O
→ -0.2 | x | 6 | x | x | 6 | x | -1.6&1.5 | 1 | x
CCOC(=O)CSc1nnc(Cc2ccccc2)n1Cc1ccco1
→ i | 3 | 1 | 1 | -9 | -8 | 1.1 | 2.5 | 5 | 2
COc1ccc2c(c1)c(C(=O)CN1CCC(C(N)=O)CC1)c(C)n2C
→ i | 10 | 4 | 3 | -3 | 5 | 8.6 | 1.3 | -1 | -8
O=[N+]([O-])c1ccc2cccnc2c1
→ 4.5 | x | 12 | x | x | 6 | x | -1.6 | 3 | x
CCN(CC)S(=O)(=O)c1ccc(NC(=O)CN(c2cccc(C)c2)S(C)(=O)=O)cc1
→ i | -14 | 10 | 3 | 3 | 0 | -0.9 | 0.7 | 8 | -16
Cc1c(/C=N\NC(=O)C2COc3ccccc3O2)c2ccccc2n1C (centres undefined)
→ -0.4 | 19 | 26 | -7 | 0 | 12 | 0.0 | x | -1 | x
CC1(C(=O)NS(=O)(=O)c2ccccc2Cl)CCN1C(=O)CC1CCCCC1 (centres undefined)
→ -0.2 | x | 2 | x | x | x | x | 0.8 | 1 | x
CCOC(=O)[C@@H]1[C@H]2COc3ccccc3[C@@H]2N2C(=O)N(c3cccc(F)c3)C(=O)[C@@]12C
→ -0.4 | x | 8 | -2 | x | 3 | -1.5 | -1.4 | 2 | 8
COC(=O)[C@H](Cc1ccccc1)NC(=O)N1CCCCC1C (some centres undefined)
→ 0.9 | 3 | 1 | 3 | -2 | -5 | 2.4 | -2.8 | 0 | -8
CC(C)c1ccc(NC(=O)c2cc(-c3cc(F)ccc3OCC3CCCO3)n[nH]2)cc1 (centres undefined)
→ i | x | 6 | x | x | x | x | -1.1 | -5 | x
CCC(=O)Nc1ccc(-c2ccc(N3CCN(C)CC3)nn2)cc1
→ 0.2 | 7 | 3 | -6 | -6 | -2 | 0.0 | -0.4 | -2 | 0

Structural class: those above containing four or more nitrogen atoms.
Results follow in this order: Vc quorum ag | DUSP3 inh | GDH-TPI inh | Rv3671c inh | SARS 3CLpro inh | MazF activator | UGM FP inh | BioA inh | Mtb FBA inh | PriA SSB inh
Cc1cc(/C=C(/C#N)C(=O)Nc2ccc(Cl)cc2)c(C)n1-c1cccnc1
→ -0.4 | 4 | 26 | 1 | 4 | -18 | x | -1.4 | 3 | 0
CCN(CC)S(=O)(=O)c1cccc(C(=O)NC(C(=O)NC2=NCCS2)C(C)C)c1 (centres undefined)
→ 0.0 | 2 | 6 | 0 | 3 | -6 | 0.8 | -0.5 | 1 | -10
C=CCn1c(Oc2cc(C)ccc2C)nc2c1c(=O)n(C)c(=O)n2C
→ -0.5 | 26 | -2 | -8 | 3 | -5 | -1.1 | 6.2 | 1 | -10
COc1ccc(-c2noc(N3CCC(C(=O)NCc4ccc(F)cc4)CC3)n2)cc1
→ -0.2 | 6 | -9 | 3 | -4 | -6 | 0.5 | -0.7 | 5 | 1
CCn1nc(C(=O)Nc2nc(-c3ccccn3)cs2)c2ccccc2c1=O
→ -1.2 | x | 4 | -15 | x | 13 | 2.3 | -2.1 | 2 | -6
Cc1nc2c(=O)n(C)c(=O)[nH]c2n1Cc1ccccc1
→ i | 11 | 8 | 2 | 7 | 9 | 0.2 | 0.3 | 16 | -4
O=C(CSc1nnc2n1CCCN2)c1ccc([N+](=O)[O-])cc1
→ i | -12 | 7 | 10 | 1 | 12 | -1.2 | x | -1 | 1
CC1CC(C)(C)CC2(C1)NC(=O)N(CC(=O)N1CCN(S(=O)(=O)c3cccc(Cl)c3Cl)CC1)C2=O (centres undefined)
→ i | x | -4 | x | x | 13 | x | -0.6 | 4 | 13
COc1ccc(-c2csc(NC(C)c3nc4cc(Cl)c(Cl)cc4n3CCOCCO)n2)cc1 (centres undefined)
→ -0.3 | x | -5 | 1 | x | -4 | 4.0 | 0.4 | 1 | 5
CCC(=O)Nc1ccc(-c2ccc(N3CCN(C)CC3)nn2)cc1
→ 0.2 | 7 | 3 | -6 | -6 | -2 | 0.0 | -0.4 | -2 | 0
